Screening data (PubChem BioAssay)
TrxR1 inh: qHTS Assay for Inhibitors of Mammalian Selenoprotein Thioredoxin Reductase 1 (TrxR1): qHTS | Thioredoxin reductase 1, cytoplasmic (Rattus norvegicus), O89049 | recombinant rTrxR1, NADPH fluorescence consumption, selenite substrate | Potency, µM (top dose mostly 114 µM), for inactives: at the top dose activity change, negative = inhibition, hits mostly inhibitors | 390,000 compounds, 1% hits | AID 588453, 2011; further: potency means the concentration at half of the fitted maximal effect; on the % scale 0 is the no-effect control and ±100 the full control effect; nearly all actives have a fitted effect of over 65% in size
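Rat TrxR1 (90 nM in the dispensed reagent) was pre-reduced with 400 uM NADPH for 5 min at room temperature, then incubated with compound for 15 min. After 400 uM selenite was added, NADPH fluorescence (Ex 340/Em 450 nm) was followed for 8 min.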
USP1 inh: Inhibitors of USP1/UAF1: Primary Screen. Ubiquitin carboxyl-terminal hydrolase 1 (Homo sapiens), O94782. recombinant USP1/UAF1, Ub-Rhodamine cleavage fluorescence. Potency, µM (top dose mostly 57.1 µM), without a hit: top-dose activity change, negative = inhibition, actives largely listed as inhibitors. 390,000 compounds, 0.23% hits; further: potency means the concentration at half of the fitted maximal effect; on the % scale 0 is the no-effect control and ±100 the full control effect; nearly all actives have a fitted effect of over 60% in size; inactives centre near -12
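USP1/UAF1 complex at 1 nM was preincubated with compound for 15 min at room temperature, then Ub-Rho substrate (150nM final) was added. Fluorescence (480/540 nm) was read kinetically, 6 reads every 60 seconds.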
Pin1 inh: qHTS Assay to Find Inhibitors of Pin1. Peptidyl-prolyl cis-trans isomerase NIMA-interacting 1 (Homo sapiens), Q13526. Pin1 FP peptide displacement, HiFluor488, 10 min. Potency, µM (titrated, usually from 115 µM), inactives show top-dose activity, negative = inhibition, hits mostly inhibitors. 390,000 compounds, 0.009% hits. AID 504891, 2011; active means well fitted inhibition curve with a large enough effect in the polarisation, with a control signal flat, not every such curve was filed as active; inconclusive means small, poorly fitted or top-dose-only effect, or effect the other way, or a change in a side signal; inactive means no such curve, though single readings can be large or run the other way; the % refers to the polarisation; further: potency means the concentration at half of the fitted maximal effect; on the % scale 0 is the no-effect control and ±100 the full control effect
Target sequence (Q13526 whole entry, looked up): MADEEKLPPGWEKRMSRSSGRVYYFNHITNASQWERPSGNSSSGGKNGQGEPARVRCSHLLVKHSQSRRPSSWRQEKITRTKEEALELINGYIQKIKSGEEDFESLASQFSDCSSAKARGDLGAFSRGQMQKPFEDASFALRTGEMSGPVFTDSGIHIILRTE
HP1b binding inh: HTS for Inhibitors of HP1-beta Chromodomain Interactions with Methylated Histone Tails. AlphaScreen HP1-beta / biotin-H3K9me3 peptide binding. 390,000 compounds, 0.56% hits. Potency, µM (highest dose often 114 µM), without a hit: top-dose activity change, negative = inhibition, usual class: inhibitors; further: potency means the concentration at half of the fitted maximal effect; nearly all actives have a fitted effect of over 70% in size; inactives centre near 23
Target sequence (P83916 whole entry, looked up): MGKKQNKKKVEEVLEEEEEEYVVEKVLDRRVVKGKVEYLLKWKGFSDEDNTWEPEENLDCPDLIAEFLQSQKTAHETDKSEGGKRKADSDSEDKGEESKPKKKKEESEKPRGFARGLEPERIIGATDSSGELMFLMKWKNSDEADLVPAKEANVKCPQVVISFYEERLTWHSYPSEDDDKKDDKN
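HP1-beta protein (50 nM final) preincubated 30 min at room temperature with biotinylated H3(1-18)K9me3 peptide (50 nM) in PBS pH 7.4, 0.01% Tween-20, then compound added for 30 min. AlphaScreen streptavidin donor/nickel chelate acceptor beads (10 ug/mL final), 30 min dark, luminescence read.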
TrxR1 substrate: qHTS Assay for Substrates of Mammalian Selenoprotein Thioredoxin Reductase 1 (TrxR1): qHTS; Thioredoxin reductase 1, cytoplasmic (Rattus norvegicus), O89049; purified TrxR1 substrate turnover, NADPH consumption readout; Potency, µM (top dose mostly 114 µM), for the others: top-dose activity change, negative = substrate turnover; 390,000 compounds, 0.01% hits; AID 588456, 2011; further: potency means the concentration at half of the fitted maximal effect; on the % scale 0 is the no-effect control and ±100 the full control effect; nearly all actives have a fitted effect of over 50% in size
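Rat TrxR1, dispensed at 90 nM, was prereduced with 400 uM NADPH (final) for 5 min at ~22 deg C, then incubated with compound 15 min before 400 uM selenite. A first-read NADPH fluorescence drop versus no-compound background flagged substrates.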
GLS inhibitor: qHTS for Inhibitors of Glutaminase (GLS); Glutaminase kidney isoform, mitochondrial (Homo sapiens), O94925; GLS enzymatic activity, qHTS titration; Potency, µM (series often up to 45.5 µM), for the others: top-dose activity change, negative = inhibition, actives largely listed as inhibitors; 410,000 compounds, 0.21% hits; AID 624170, 2012; further: potency means the concentration at half of the fitted maximal effect; on the % scale 0 is the no-effect control and ±100 the full control effect
Target sequence (O94925 whole entry, looked up, canonical isoform): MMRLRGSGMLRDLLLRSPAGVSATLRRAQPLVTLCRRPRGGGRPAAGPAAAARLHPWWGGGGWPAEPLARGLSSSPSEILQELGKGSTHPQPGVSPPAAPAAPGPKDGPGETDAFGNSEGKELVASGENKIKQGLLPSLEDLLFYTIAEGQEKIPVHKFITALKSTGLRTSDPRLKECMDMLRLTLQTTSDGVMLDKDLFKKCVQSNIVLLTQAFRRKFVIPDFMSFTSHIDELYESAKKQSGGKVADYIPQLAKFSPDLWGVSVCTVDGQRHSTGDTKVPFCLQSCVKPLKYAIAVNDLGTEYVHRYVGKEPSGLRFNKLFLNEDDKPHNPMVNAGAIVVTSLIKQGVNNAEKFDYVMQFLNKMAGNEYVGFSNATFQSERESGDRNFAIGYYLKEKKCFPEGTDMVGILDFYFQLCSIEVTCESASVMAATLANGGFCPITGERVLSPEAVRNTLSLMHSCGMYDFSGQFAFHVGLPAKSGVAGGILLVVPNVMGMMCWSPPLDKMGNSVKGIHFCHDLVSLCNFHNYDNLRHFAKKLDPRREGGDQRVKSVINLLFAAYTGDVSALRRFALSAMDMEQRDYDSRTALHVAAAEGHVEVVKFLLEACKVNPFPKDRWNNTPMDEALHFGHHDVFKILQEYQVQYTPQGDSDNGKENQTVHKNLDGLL
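Two-point fluorescence kinetic (t0, 30 min RT) for hKGA; glutamate detected via glutamate oxidase–HRP–Amplex Red. Substrate: 1 mM L-glutamine solution; buffer 45 mM KH2PO4, pH 8.2.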
PI4K2A block: qHTS for small molecular inhibitors of PI4K2A; Phosphatidylinositol 4-kinase type 2-alpha (Homo sapiens), Q9BTU6; purified PI4K2A, ADP-Glo luminescence, 1 h; stronger effect = lower value; activity change, negative = inhibition, % at 76.9 µM; 420,000 compounds, 0.13% hits; AID 1346378, 2018; in the data active means activity change below about -50%; inconclusive means mostly about -30% to -49%;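 further: -100% = wells without enzyme as full effect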
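Compounds are screened against recombinant PI4K2A using PI as substrate and ATP, the latter dispensed at 300 microM. Reactions run one hour at ambient temperature before ADP-Glo detection; full inhibition defined by wells lacking enzyme.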
Tb PGK inh: qHTS Assay to Find Inhibitors of Phosphoglycerate Kinase. PGK/GAPDH coupled, Kinase-Glo luminescence, 60 min. Potency, µM (series often up to 57.5 µM), for the others: at the highest dose activity change, negative = inhibition, most hits filed as inhibitors. 380,000 compounds, 0.043% hits. Phosphoglycerate kinase, glycosomal (Trypanosoma brucei brucei), P07378; further: potency means the concentration at half of the fitted maximal effect; on the % scale 0 is the no-effect control and ±100 the full control effect; nearly all actives have a fitted effect of over 60% in size
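Recombinant glycosomal PGK reaction used 1,3-bisphosphoglycerate generated in-well by GAPDH (100nM final) in 100mM TEA pH 7.6, 5mM MgCl2, 0.01% Tween-20. After 60 minutes at room temperature, ATP was read by Kinase-Glo Plus luminescence end-point.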
mIDH1 inhibitor: qHTS for Inhibitors of mutant isocitrate dehydrogenase 1 (IDH1): qHTS; Isocitrate dehydrogenase [NADP] cytoplasmic (Homo sapiens), O75874; IDH1-R132H enzyme, NADPH consumption, diaphorase/resazurin fluorescence; Potency, µM (doses to about 76.6 µM), without a hit: at the highest dose activity change, negative = inhibition, most hits filed as inhibitors; 390,000 compounds, 0.093% hits; further: potency means the concentration at half of the fitted maximal effect; on the % scale 0 is the no-effect control and ±100 the full control effect; nearly all actives have a fitted effect of over 65% in size
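IDH1-R132H (0.5 ug/mL dispensed) in pH 7.5 Tris buffer was preincubated 30 min with compound, then given a substrate mix of 0.016 mM NADPH and 2 mM alpha-KG for 80 min at room temperature; remaining NADPH was read by diaphorase/resazurin fluorescence.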
* = called active by the depositor; i = inactive; ? = inconclusive; . = no result given; [ ] = dose if it differs, or a comment. Unless noted, the call rests on the fitted dose curve; in most records, active means well fitted curve in the direction sought with a large enough effect; inconclusive means small, poorly fitted or top-dose-only effect, or another doubt; inactive means no such curve, though single readings can be large; an effect the other way counts as inactive or inconclusive. Some of the compounds tested; count on the stated rates, not on these rows.

SMILES	TrxR1 inh	USP1 inh	Pin1 inh	HP1b binding inh	TrxR1 substrate	GLS inhibitor	PI4K2A block	Tb PGK inh	mIDH1 inhibitor
Cc1nn2c(CN(C(=O)CN3CCOCC3)c3ccccc3)nnc2c2ccccc12	2%[57.1 µM]	-6%	3%	34%	4%[57.1 µM]	87%[activator]	-21	-2%	6%
Cc1ccc(-n2c(CCC(=O)O)ccc2-c2cccs2)cc1	?	-10%	8%	-7%	8%	5%	8	-2%	4%
Cc1ccc(S(=O)(=O)N(C)/N=C2/C(=O)N(CC(=O)O)c3ccccc32)cc1	4%[57.1 µM]	-18%	-1%	-13%	1%[57.1 µM]	-5%	-7	i	1%
CN(C(=O)COC(=O)Cc1c[nH]c2ccccc12)c1c(N)n(Cc2ccccc2)c(=O)[nH]c1=O	-18%	-16%	1%	26%	-7%	10%	-3	-1%	-2%
COc1ccc(-c2nc3cc(NC(=O)COc4ccc(F)cc4)ccc3o2)cc1	46%[activator]	-2%	6%	52%[activator]	29%	4%	-5	.	.
O=C(CSC1=Nc2ccccc2C2CC=NN12)Nc1ccc(F)c(F)c1F (centres undefined)	10%	-18%	1%	28%	-4%	?	1	8%	-13%
O=C(NO)c1ccc(C(=O)N(C2CCCCC2)C2CCCCC2)cc1	2%	-18%	4%	26%	-4%	19%	-2	0%	1%
Cc1ccc(O)c(NC(=O)c2cc3nc4c(c(C(F)(F)F)n3n2)CCc2ccccc2-4)c1	-9%	-4%	-3%	30%	-4%	-5%	2	-2%	10%
O=C(N/N=C/c1c(Cl)[nH]c2ccccc12)c1sc2ccccc2c1Cl	-25%	-20%	20%	31%	-8%	9%	4	-3%	12%
O=S(=O)(CCc1ccccc1)N1CCOCC1	0%	1%	2%	16%	-3%	3%	-4	2%	10%
COc1ccc(-c2[nH]ncc2/C=N\NC(=O)c2ccc(C(C)(C)C)cc2)cc1OC	-9%	-7%	9%	37%[activator]	10%[57.1 µM]	5%	-3	-5%	-2%
O=C(CNC(=O)c1ccco1)OCc1ccc(C(=O)c2ccccc2)cc1	9%[57.1 µM]	-8%	-9%	-34%	8%[57.1 µM]	2%	4	6%	-2%
Cc1ccc(-n2nnnc2SCC(=O)NCC2(N3CCOCC3)CCCCC2)c(C)c1	13%	-12%	3%	1%	-2%	11%	-1	-1%	1%
COc1ccc(CCNC(=O)CSc2nccc(=O)[nH]2)cc1OC	8%[57.1 µM]	-1%	-3%	25%	4%[57.1 µM]	0%	-3	-3%	-6%
COCCNC(=S)N1CCN(c2nc(-c3ccccc3)cs2)CC1	5%	-27%	-6%	1%	-1%	10%	1	-3%	2%
O=C(OCC(=O)N1CCC(Cc2ccccc2)CC1)c1ccc[nH]c1=O	1%	-14%	-4%	24%	-1%	3%	-11	5%	4%
O=C(c1ccccc1)c1c(O)nc(-c2ccccc2)n(-c2ccccc2)c1=O	-14%[57.1 µM]	-6%	?	14%	0%[57.1 µM]	8%	4	-2%	-3%
Nc1c(C(=O)NCc2ccc(Cl)cc2Cl)nnn1Cc1ccc(Br)cc1	37%[activator]	?	?	5%	17%[2.29 µM]	4%	-2	-2%	-8%
O=[N+]([O-])c1c(NCCCO)cc(SCc2ccco2)c2nonc12	14µM*	-7%	0%	5%	-14%	2%	-6	i	0%
CCOc1cc(CNC(=O)c2ccc(C)c(NC(=O)c3nsc4ccccc34)c2)ccc1OC	10%[57.1 µM]	-16%	24%	14%[57 µM]	-2%[57.1 µM]	-10%	3	-1%	0%
Cc1c(NC(=S)NC(=O)c2ccccc2)c(=O)n(-c2ccccc2)n1C	-2%[57.1 µM]	-4%	6%	20%	7%[57.1 µM]	49%[activator]	0	-1%	-1%
CCn1cc(C(=O)NCCc2ccc(Cl)cc2)c(=O)c2cc(S(=O)(=O)N3CCCCCC3)ccc21	25%	-16%	4%	42%[activator]	6%	6%	-3	-3%	14%
CCOc1ccc2nc(N3CCN(C(=O)c4ccco4)CC3)sc2c1	26%[57.1 µM]	-21%	0%	-1%	1%[57.1 µM]	-9%	4	-2%	-16%
Cc1cccc(C(=O)OCC(=O)N(CC(C)C)c2c(N)n(Cc3ccccc3)c(=O)[nH]c2=O)c1C	-7%	5%	25%	7%	-9%	3%	-1	2%	-6%
CCC(CO)Oc1cc(NCc2cccc(OC)c2)c2ncn(C(C)C)c2c1 (centres undefined)	-15%[57.1 µM]	?	18%	15%	-5%[57.1 µM]	49%[activator]	-11	i	-11%

(listing goes on)
SMILES	TrxR1 inh	USP1 inh	Pin1 inh	HP1b binding inh	TrxR1 substrate	GLS inhibitor	PI4K2A block	Tb PGK inh	mIDH1 inhibitor
CC(C)C[C@@H](CNCC(=O)[C@H](C)NC(=O)c1[nH]cnc1C(=O)N[C@@H](C)CN)NC(=O)c1nc[nH]c1C(=O)N[C@@H](C)C(=O)O	-10%	-24%	-1%	66%[activator]	4%	-6%	-13	i	9%
O=C(CCNC(=O)N1CCn2c1nc1ccccc12)NCc1ccc(F)cc1	13%	-19%	1%	26%	-1%	-4%	6	-9%	0%
O=C(c1cccnc1)C1Cc2ccccc2C1=O (centres undefined)	-20%[57.1 µM]	-8%	-9%	24%	-5%[57.1 µM]	3%	-2	-1%	12%
COc1cc(CNc2ccc3[nH]c(=O)[nH]c3c2)ccc1OCc1c(F)cccc1Cl	10%[57.1 µM]	-1%	2%	-11%	6%[57.1 µM]	?	0	i	1%
Oc1ccc2ccccc2c1CN1CCN(c2ccccc2)CC1	?	-2%	-8%	20%	0%	20%	2	i	2%
CCOC(=O)c1ccccc1NC(=O)CSc1ccc(-c2cccs2)nn1	13%	-16%	8%	40%[activator]	-4%	-6%	-2	i	4%
O=C(Nc1ccc(OCc2ccccc2)cc1)c1cccnc1	29%	0%	-2%	26%	7%	0%	1	4%[11.5 µM]	0%
COCCNC(=O)C(C)OC(=O)C1=Cc2ccccc2OC1 (centres undefined)	6%[57.1 µM]	-11%	-1%	23%	-1%	1%	-1	2%	3%
COCCn1nnnc1CN(CCc1ccccc1)Cc1cc2cc(OC)ccc2[nH]c1=O	-24%	-9%	-13%	23%	12%	3%	8	2%	-6%
COCCCNC(=O)N1c2ccccc2Sc2ccccc21	19%	-4%	-13%	26%	1%	24%	1	3%	-9%
CC1CC(=O)Nc2ccccc2N1C(=O)CN1CCN(C=O)CC1 (centres undefined)	12%[57.1 µM]	-25%	2%	21%	7%[57.1 µM]	14%	3	-4%	-1%
CN1CCN(C(=O)C2(NC(=O)NCc3ccccc3)CCCCC2)CC1	12%[57.1 µM]	8%	-7%	39%	8%[57.1 µM]	13%	3	9%	2%
CCOc1ccc(N/C(N)=N/c2nc(C)c(C)c(=O)[nH]2)cc1	22%	-15%	-7%	-4%	11%	4%	1	-5%	15%
CNc1nc(C)c([N+](=O)[O-])c(Nc2ccc(OC)cc2)n1	17%[57.1 µM]	-14%	-4%	-20%	8%[57.1 µM]	?	-2	7%	4%
CN(C)c1ccc(CNC(=O)CCn2cccn2)cc1	11%[57.1 µM]	-9%	5%	?	0%[57.1 µM]	51%[activator]	-2	-8%	-9%
O=C(CC1C(=O)NCCN1CC1CCCCC1)NCc1cc(F)ccc1F (centres undefined)	-57%	0%	-8%	-13%	-15%	?	-22	5%	5%
CCn1nnnc1SCC(=O)N1N=C(c2cccs2)CC1c1cccs1 (centres undefined)	3%	-18%	-1%	33%	2%	-4%	-1	3%	2%
Cc1cccc(-n2c(C)nc3cc(C(=O)N4CCOCC4)ccc32)c1	29%[57.1 µM]	-15%	-1%	7%	5%[57.1 µM]	-8%	5	-6%	-3%
CCN(CC)CCNC(=O)C(=O)Nc1c2c(nn1-c1ccc(F)cc1)CSC2	14%[57.1 µM]	-6%	-8%	29%	7%[57.1 µM]	3%	-2	-7%	23%
COc1cc(CC(=O)N(c2ccccc2)c2nc(C)cs2)cc(OC)c1OC	35%[57.1 µM]	-6%	6%	22%	10%[57.1 µM]	-4%	-5	-1%	1%
CN(Cc1cnccn1)Cc1nc(Cc2ccccc2Cl)no1	11%	-16%	-1%	35%	1%	-20%	-1	-1%	4%
COc1ccc(N(C)C(=O)c2cn(CC(C)C)c(=O)c3cc(OC)c(OC)cc23)c(OC)c1	8%	-8%	-1%	10%	0%	13%	-13	6%	2%
